# PTK2B oligo ant: blocks oligomerization of human Pyk2 in cells | Q14289 | Q293 cells, Pyk2 FERM NanoBiT luminescence; hits give low values | z-score (the deposit names both 25 µM and 10 µM) | 99,000 tested, 0.83% active;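 active = Z-score of -3 or lower, scaled per plate to the spread of control and sample wells; inactive = z-score above -3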;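 also: negative z-score means lost luminescence so less FERM oligomerization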
# IL1B cytotox: toxic to HUVEC cells under IL-1B stimulation; HUVEC cell count loss, Hoechst imaging, IL-1B stimulated; cell count reduction, % at 2 µM; 94,000 tested, 0.41% active; AID 845;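 active = cell count reduction more than 3 SD above the screen-wide mean, cut at about 70% in these data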;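 also: normalized per plate to untreated control cells as the no-loss baseline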
# HUVEC inhibit: human endothelial cell proliferation inhibition; HUVEC proliferation, CellTiter-Glo luminescence, 72 h; hits give low values; viability, % at 10 µM (by protocol); 86,000 tested, 1.1% active; AID 648;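 active = viability at or below 30%; inactive = viability above 30%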;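 also: 100% = median luminescence of DMSO-only cell control wells on each plate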
# cytoskel mod: alters cytoskeleton assembly in HUVEC cells | HUVEC TNFa F-actin phalloidin imaging, high content | AID 836 | 91,000 tested, 0.18% active | inhibition, % at 2 µM;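 active = inhibition above the batch mean plus 3 SD and confirmed as a hit by visual image inspection, cut at about 30% in these data, passing the limit was not always enough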; also: strong numbers were not always called active
# Smad3 inh: Smad3 (human) transcription factor binding inhibition | P84022 | TR-FRET Smad3/Dy647-FoxH1 peptide binding, europium anti-His | inhibition, % at 25 µM | 88,000 tested, 0.29% active | AID 630;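 active = compounds that reduce the energy-transfer binding signal between the protein and its labelled peptide by more than half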;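 also: 0% = Smad3 plus labelled peptide maximal FRET and 100% = peptide-only background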
# Target sequence (P84022 whole entry, looked up): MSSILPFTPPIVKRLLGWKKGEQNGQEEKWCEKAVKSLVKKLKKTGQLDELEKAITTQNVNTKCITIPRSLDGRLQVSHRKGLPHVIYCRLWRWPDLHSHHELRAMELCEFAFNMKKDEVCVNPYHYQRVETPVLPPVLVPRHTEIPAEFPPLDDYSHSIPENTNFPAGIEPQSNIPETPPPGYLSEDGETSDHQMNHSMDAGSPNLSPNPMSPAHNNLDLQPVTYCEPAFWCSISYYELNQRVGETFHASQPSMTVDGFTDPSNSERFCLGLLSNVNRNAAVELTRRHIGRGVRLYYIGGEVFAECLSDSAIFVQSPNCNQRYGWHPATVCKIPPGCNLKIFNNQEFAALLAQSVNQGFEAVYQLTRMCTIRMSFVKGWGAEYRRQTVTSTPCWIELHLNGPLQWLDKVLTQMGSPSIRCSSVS
# TNFa cytotox: toxic to HUVEC cells under TNF alpha stimulation | HUVEC TNFalpha-stimulated, Hoechst cell count, imaging | cell count reduction, % at 2 µM | 93,000 tested, 0.17% active;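 active = cell count reduction exceeding the screen mean by over 5 SD, scaled to untreated wells per plate, cut at about 78% in these data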;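 also: cells counted after 24 h of TNF alpha exposure following the 1 h pretreatment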
# VCAM1 TNFa inh: reduces TNF alpha induced VCAM1 expression in HUVEC; HUVEC TNFa-induced VCAM-1 immunofluorescence, high-content imaging; inhibition, % at 2 µM; 95,000 tested, 0.48% active; AID 802;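 active = inhibition above the batch mean plus 3 SD, with images confirmed as a hit by eye, cut at about 37% in these data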;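 also: 0% = TNF-stimulated DMSO wells and 100% = unstimulated control wells; not every result past the cut was called active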
# H69AR inhibit: blocks growth of human H69AR lung tumor cells. H69AR lung tumor viability, ATP luminescence, 72 h; hits give low values. 85,000 tested, 6% active. viability, % at 10 µM;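 active = viability at or below 40%; inactive = viability above 40%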;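 also: multidrug resistant small cell line overexpressing MRP-1 efflux transporter; 100% = mean luminescence of untreated control wells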
# Lung fibro prol: blocks proliferation of human lung fibroblasts; LL 47 human lung fibroblast viability, ATP luminescence; hits give low values; viability, % at 10 µM; 85,000 tested, 1.1% active;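 active = viability at or below 50% in the single dose screen; inactive = viability above 50%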;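 also: compound exposure lasted 72 h before the ATP readout; 100% = median luminescence of untreated cell-only wells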
#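 Test system: LL 47 human lung fibroblasts / Quantity: 1,150 cells in each well / Medium: IMEM growth medium with 15% fetal bovine serum / Incubation: 72 h compound exposure at 37 °C after overnight plating / Detection: CellTiter-Glo luminescence measuring cellular ATP / Read-out: % viability versus median cells-only luminescence / Benchmarks: cell-only wells, no compound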
# * hit, by the source's call; nt = not tested or not shown; [ ] = remark or other dose. The list is partial; rates above refer to the full screens.
SMILES,PTK2B oligo ant,IL1B cytotox,HUVEC inhibit,cytoskel mod,Smad3 inh,TNFa cytotox,VCAM1 TNFa inh,H69AR inhibit,Lung fibro prol
CCOc1ccc(C2Oc3nc(SC)nnc3-c3ccccc3N2C(C)=O)cc1OC (stereo not drawn),nt,nt,101,nt,11,nt,nt,95,105
O=C(O)c1ccc(Sc2nnc(-c3cccc(Br)c3)o2)c([N+](=O)[O-])c1,0.38,-13,83,16,5,-19,1,100,94
CSc1nnc(-c2ccccc2)n1C,1.3,-172,90,5,1,-10,-2,87,98
COc1cc2c(cc1OC)C(=S)NC(C)(C)C2,0.69,-8,101,nt,-20,4,20,110,93
COc1ccc(OC)c2sc(NC(=O)c3ccc(Br)s3)nc12,nt,nt,70,nt,-31,nt,nt,49,89
CCCOc1ccc(-c2nc(OC)c3ccccc3n2)cc1,-0.4,-12,86,0,0,-10,3,52,93
O=C(Nc1cccnc1)c1ccco1,3,-3,87,-6,1,12,0,95,103
C=CCNc1sc(C(=O)c2ccc(C)cc2)c(N)c1C#N,0,8,87,-11,6,7,4,84,95
COc1ccccc1NC(=O)C1=C(C)Nc2nnnn2C1c1ccccn1 (stereo not drawn),-0.37,-3,93,-2,12,-8,-11,63,90
CCn1nc(C(=O)OCC(=O)c2cc(C)n(Cc3cccs3)c2C)c2ccccc2c1=O,0.09,25,88,-26,-7,32,13,81,93
COc1ccc2nc(C)cc(N3CC(C)OC(C)C3)c2c1 (stereo not drawn),0.5,11,89,-34,6,-5,-11,62,89
Cc1nc(CC(=O)N2CCN(c3cccc(C)c3C)CC2)cs1,0.28,-9,90,-11,9,-5,-4,94,100
N#Cc1cnn2c(-c3ccccc3)ccnc12,1.3,-6,100,-3,12,-1,0,102,99
COc1cccc(NC(=O)CSC2=C(C#N)C(c3ccco3)C3=C(CCCC3=O)N2)c1 (stereo not drawn),-0.55,1,80,-7,7,36,-5,50,84
CCOc1ccc(NC(=O)N(CCC(C)C)C(C)c2ccco2)cc1 (stereo not drawn),nt,32,nt,22,nt,-15,4,nt,nt
C=CCOC(=O)C1=C(C)NC(=O)NC1c1ccc(OC(=O)c2ccco2)c(OC)c1 (stereo not drawn),-0.2,20,95,9,5,10,-16,94,94
COc1cc2c(cc1OC)C(c1cccc(OC)c1OC)CC(=O)N2 (stereo not drawn),-1.7,17,89,-12,0,9,45,104,89
O=C(CSc1nnc(Cc2cccs2)n1C1CCCCC1)N1CCN(C(=O)c2ccco2)CC1,-0.33,27,104,12,8[fluorescence artefact?],-29,-4,88,100
CC(=O)Nc1ccc(NC(=O)C2CC(=O)N=C(N)S2)cc1 (stereo not drawn),1,-8,nt,-7,nt,-5,3,nt,nt
COc1ccc(CNc2nc3nc(C)cc(C)n3n2)cc1OC,0.52,4,nt,-3,nt,0,-9,nt,nt
COc1ccc(-n2cnc3cc(N)ccc32)cc1,-0.11,-18,82,9,7,-48,4,73,91
CCOC(=O)c1c(N)sc2c1CCS(=O)(=O)C2,0.07,nt,81,-10,-9,-2,22,89,98
Cc1cccc(C)c1NC(=O)CSCc1cccc(CSCC(=O)Nc2c(C)cccc2C)n1,0.35,-28,86,-10,1,0,2,104,91
CCN(Cc1ccccc1)Cc1cc(OC)cc(OC)c1,-0.25,6,102,-5,4,12,20,49,nt
CCN(CC)CC(=O)N(CC(=O)Nc1c(C)cc(C)cc1C)C1CCCCC1,0.6,nt,104,nt,12,nt,nt,93,100
CCCCC(=O)Nc1ccc(C(=O)N2CCN(c3ccccc3OC)CC2)cc1,-0.09,-3,97,27,3,-6,23,88,95
CCOC(=O)C1CCN(C(c2ccc(OC)c(OC)c2)c2sc3nc(C)nn3c2O)CC1 (stereo not drawn),nt,nt,90,nt,2,nt,nt,97,104
CN(CC(=O)Nc1nc2ccccc2s1)S(=O)(=O)c1ccc(Br)cc1,-1.5,-2,84,-1,3,11,-7,95,91
CCCn1nnnc1NCc1ccc(N2CCCC2)cc1,0.47,-4,95,5,3,-27,-4,98,100
Cc1onc(-c2ccccc2)c1C(=O)Nc1ccon1,-0.27,-6,95,8,-3,-11,-14,97,99

# Some of the entries above in a different format:
# Values run as follows: PTK2B oligo ant	IL1B cytotox	HUVEC inhibit	cytoskel mod	Smad3 inh	TNFa cytotox	VCAM1 TNFa inh	H69AR inhibit	Lung fibro prol
> CCOC(=O)c1c(N)sc2c1CCS(=O)(=O)C2
→ 0.07	nt	81	-10	-9	-2	22	89	98
> Cc1cccc(C)c1NC(=O)CSCc1cccc(CSCC(=O)Nc2c(C)cccc2C)n1
→ 0.35	-28	86	-10	1	0	2	104	91

# (cont.)
SMILES,PTK2B oligo ant,IL1B cytotox,HUVEC inhibit,cytoskel mod,Smad3 inh,TNFa cytotox,VCAM1 TNFa inh,H69AR inhibit,Lung fibro prol
CCOC(=O)c1ccc(NC(=O)C2=C(C)Nc3nc(CCCO)nn3C2c2cccc(C)c2)cc1 (stereo not drawn),nt,8,105,10,-14,-3,10,85,102
CCCCc1ccc(-c2c(C#N)c(N)nc3c2CCCC3)s1,0.86,8,nt,-5,nt,8,-2,nt,nt
Cc1cc2cc3c(cc2nc1SCC(=O)OC(C)C)OCCO3,-1.1,-6,nt,13,nt,-6,-7,nt,nt
COc1cc(CN2CCN(c3cc(C)ccc3C)CC2)cc([N+](=O)[O-])c1O,nt,4,nt,-10,nt,-2,6,nt,nt
O=C(Nc1ccccc1C(=O)Nc1ccc2c(c1)OCO2)c1cccs1,-1.1,-8,nt,-3,nt,10,-10,nt,nt
O=C(C1CCN(S(=O)(=O)N2CCC3(CC2)OCCO3)CC1)N1CCN(Cc2ccccc2)CC1,0.62,-16,100,-2,10,-39,-3,106,101
CCCCOC(=O)c1cc(C)nc2ccc(Br)cc12,-1.2,-7,111,nt,14,-11,-3,88,98
Nc1cccc(Nc2nc(OC(C(F)(F)F)C(F)(F)F)nc(OC(C(F)(F)F)C(F)(F)F)n2)c1,-1.7,15,44,-2,1,-6,0,1.5*,63
CC1=C(C(=O)N2CCCCC2)C(c2cccs2)C2=C(CCCC2=O)N1 (stereo not drawn),0.81,-3,98,-9,-1,-7,11,94,115
CCc1nc(SCC(=O)N2CCc3ccccc32)c2oc3ccccc3c2n1,nt,nt,91,nt,2,nt,nt,79,98
CC12CCC(C(=O)NCc3ccccc3)(OC1=O)C2(C)C (stereo not drawn),-0.35,1,92,-7,3,5,-23,101,92
O=C(O)CCN=C1CCCc2ccccc2N1,0.57,-51,106,nt,9,-19,8,90,99
COc1ccc(C(=O)COC(=O)c2ccc(OC)c(OC)c2)cc1OC,0.73,nt,106,nt,-4,nt,nt,69,105
O=C(/C=C/Nc1ccc(F)cc1)c1cccs1,-0.59,-16,nt,12,nt,-20,9,nt,nt
Cc1ccc2c(c1C)NC(=O)C2(O)CC(=O)c1ccc2c(c1)OCO2 (stereo not drawn),-0.46,-16,96,8,-3,-26,-15,79,103
O=C(c1cccc(F)c1)N1CCN(Cc2c[nH]c3ccccc23)CC1,-0.75,-4,89,21,2,-21,12,84,88
Cc1nnc(SCc2ccccc2Cl)n1CC1CCCO1 (stereo not drawn),0.39,-11,108,0,8,-2,-5,86,105
Cc1c(/C(O)=C2/C(=O)C(=O)N(CCN3CCOCC3)C2c2cccnc2)cnn1-c1ccccc1 (stereo not drawn),0.55,2,98,4,4,-18,6,97,105
Cc1csc(Sc2ccc([N+](=O)[O-])cc2C(=O)OCC(=O)NC(=O)NC(C)(C)C)n1,-1.1,-16,nt,-3,nt,-22,-4,nt,nt
COC(=O)C1CSC(C(=O)OC)N1C(=O)CN1CC(C)OC(C)C1 (stereo not drawn),-0.07,-51,nt,2,nt,-10,-2,nt,nt

# Reformatted with two lines to a compound: 4 of the compounds above.
# Values run as follows: PTK2B oligo ant | IL1B cytotox | HUVEC inhibit | cytoskel mod | Smad3 inh | TNFa cytotox | VCAM1 TNFa inh | H69AR inhibit | Lung fibro prol
- O=C(O)CCN=C1CCCc2ccccc2N1
  0.57 | -51 | 106 | nt | 9 | -19 | 8 | 90 | 99
- O=C(c1cccc(F)c1)N1CCN(Cc2c[nH]c3ccccc23)CC1
  -0.75 | -4 | 89 | 21 | 2 | -21 | 12 | 84 | 88
- Cc1csc(Sc2ccc([N+](=O)[O-])cc2C(=O)OCC(=O)NC(=O)NC(C)(C)C)n1
  -1.1 | -16 | nt | -3 | nt | -22 | -4 | nt | nt
- COC(=O)C1CSC(C(=O)OC)N1C(=O)CN1CC(C)OC(C)C1 (stereo not drawn)
  -0.07 | -51 | nt | 2 | nt | -10 | -2 | nt | nt

# New compounds follow
SMILES,PTK2B oligo ant,IL1B cytotox,HUVEC inhibit,cytoskel mod,Smad3 inh,TNFa cytotox,VCAM1 TNFa inh,H69AR inhibit,Lung fibro prol
CCOC(=O)c1c(C)n(C)c2ccc(OC)c(NC(=O)CN3CCN(Cc4ccccc4)CC3)c12,0.14,-13,89,30,-5,-35,6,75,101
COc1ccc(C2=Nn3c(nnc3-c3ccncc3)SC2)cc1,-1.9,4,63,-4,18[fluorescence artefact?],-19,3,61,87
Cc1ccccc1OCC(=O)Nc1cccc2nsnc12,-0.64,-8,82,-7,-4,nt,2,60,96
COC(=O)CSc1nnc(CNC(=O)c2cccs2)n1-c1cc(OC)ccc1OC,-0.37,-8,90,-28,-2,7,16,94,99
COc1ccc(CCNC(=O)C2CCCN2C(=O)NC2CCCCC2)cc1OC (stereo not drawn),-0.3,-51,92,-24,5,nt,nt,77,94
Cc1ccc(-c2nnc(Nc3ccc4c(c3)nc(C)n4C)c3ccccc23)cc1,-2.3,-92,nt,-11,nt,-33,-18,nt,nt
O=C(CSc1nc2c(c(=O)[nH]1)CCCC2)Nc1ccc(Cl)cc1F,-0.97,18,99,-12,12,66,20,91,95
COCCCNS(=O)(=O)c1ccc2c(c1)CCN2C(C)=O,0.02,33,98,10,-3,10,27,100,91
Cc1ccc(OCCCC(=O)N2CCOCC2)cc1,0,32,95,-12,1,-6,10,83,97
C=CCN(C(=O)CCC(=O)O)C1CC(=O)N(c2ccc(OC)cc2)C1=O (stereo not drawn),0.85,-7,95,4,5,-17,19,92,94
CCC(=O)Nc1ccc(SC#N)cc1C,-0.5,21,nt,3,nt,2,-6,nt,nt
CCOC(=O)c1c(C)[nH]c(C=Nc2ccccc2)c1O,nt,-14,95,2,-1,nt,-1,78,95
COc1ccc(Cc2nnc(SCC(=O)c3ccc(OC)cc3)o2)cc1,0.98,-133,98,1,3,-2,-6,nt,86
